# GC-B act: human GC-B receptor activators, primary screen, HEK293 GC-B cells, cGMP TR-FRET, EC30 CNP; Atrial natriuretic peptide receptor 2 (Homo sapiens), P20594; 0% at EC30 CNP, 100% saturating CNP; activation, % at 10 µM; 370,000 compounds, 0.11% hits; AID 1920062, 2024;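 active means activation at 10 µM reaching about 35% in either raw or pattern-adjusted values, limit read from the data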
# ASAP1 inh: inhibitors of human ASAP1 ArfGAP activity, primary screen, biochemical, fluorescence polarization | ASAP1-stimulated ARF1 GTP hydrolysis, GDP FP detection | inhibition, % at 16.5 µM | 360,000 compounds, 0.19% hits | AID 624377, 2012; in the data active means inhibition above about 25%;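 further: 0% = vehicle with enzyme and substrate and 100% = no enzyme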
# proKLK7 act: proKLK7 zymogen activators, primary screen, biochemical, fluorescence intensity; purified proKLK7, EDANS-DABCYL substrate fluorescence; 100% is mature enzyme control, 0% vehicle; activation, % at 7 µM; 370,000 compounds, 0.9% hits;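 active means activation above the mean of all tested compounds plus 3 SD, computed per campaign excluding outliers beyond control limits, cut at about 13% in these data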
# Target sequence (P49862 whole entry, looked up): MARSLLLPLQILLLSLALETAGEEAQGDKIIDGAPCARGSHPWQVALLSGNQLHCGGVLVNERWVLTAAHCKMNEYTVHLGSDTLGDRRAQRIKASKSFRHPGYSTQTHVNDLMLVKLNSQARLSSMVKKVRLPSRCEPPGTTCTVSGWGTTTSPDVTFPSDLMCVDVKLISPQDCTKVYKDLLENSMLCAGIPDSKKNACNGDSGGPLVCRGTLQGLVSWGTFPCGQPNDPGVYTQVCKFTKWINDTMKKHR
# FXN GAA850 act: FXN promoter activators, primary screen, cell-based, luciferase luminescence, HEK293 lucGAA850; HEK293 lucGAA850 FXN promoter luciferase reporter, 24 h; percent of 10 µM SAHA response; activation, % at 6 µM; 360,000 compounds, 0.56% hits; AID 540364, 2011;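 active means activation above the average of all compounds screened plus 3 SD, cutoff fixed separately per campaign, cut at about 7.5% in these data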;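 further: 0% = DMSO wells and 100% = 10 µM SAHA wells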
# NPR1 activator: GC-A stimulated cGMP production enhancers – HEK293 GC-A cells, cGMP TR-FRET, EC30 ANP, primary screen; 0% at EC30 ANP, 100% saturating ANP; activation, % at 10 µM; 370,000 compounds, 0.14% hits; in the data active means activation above about 40%
# ARFGAP1 inh: inhibitors of rat ARFGAP1 GAP activity, primary screen, biochemical, fluorescence polarization, GDP tracer; ADP-ribosylation factor GTPase-activating protein 1 (Rattus norvegicus), Q62848; Arfgap1-stimulated ARF1 GTP hydrolysis, GDP FP detection; inhibition, % at 16.5 µM; 360,000 compounds, 0.26% hits;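 active means inhibition above a per-plate limit, mean inhibition of low control wells plus 3 SD, cut at about 25% in these data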;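 further: 0% = DMSO wells with enzyme and 100% = wells lacking Arfgap1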
# Target sequence (Q62848 1-136 limits assumed): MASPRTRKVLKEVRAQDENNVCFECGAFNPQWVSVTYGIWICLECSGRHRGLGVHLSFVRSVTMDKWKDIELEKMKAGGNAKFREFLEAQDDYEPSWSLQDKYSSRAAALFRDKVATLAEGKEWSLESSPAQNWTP
#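 system = rat Arfgap1 catalytic domain, aa 1-136 | technique = FP, GDP Alexa 633 tracer displaced from anti-GDP antibody, 620/688 nm | compound = one concentration, 16.5 µM, DMSO 1.26% | medium = HEPES-based buffer, pH 7.5 | timing = compound-enzyme preincubation 20 min, reaction 120 min, detection 60 min, 25 °C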
# sPLA2-III inh: human group III sPLA2 inhibitors, primary screen, biochemical, QFRET, BODIPY PC-A2 liposome substrate. Group 3 secretory phospholipase A2 (Homo sapiens), Q9NZ20. QFRET BODIPY PC-A2 liposome hydrolysis, fluorescence. inhibition, % at 12.2 µM. 370,000 compounds, 0.56% hits. AID 743126, 2013;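 active means inhibition above mean plus 3 SD of compounds lying within the high and low control bounds, cut at about 19% in these data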;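 further: 0% = median of test compound wells and 100% = no enzyme DMSO wells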
# rCAG RNA binder: binders of r(CAG) RNA repeats, primary screen, biochemical, fluorescence. inhibition, % at 3 µM. 370,000 compounds, 1.3% hits. r(CAG) RNA repeat, TO-PRO-1 dye displacement fluorescence. AID 651821, 2012;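 active means inhibition above the plate cutoff, the mean of all test compounds on that plate plus 3 SD, cut at about 35% in these data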;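 further: 0% = DMSO alone and 100% = 100 µM mitoxantrone as full dye displacement; higher means more dye released from RNA so lower well fluorescence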
# DDE Tn6 FP inh: inhibitors of Tn6 peptide binding to fibrin DD(E), primary screen, biochemical, fluorescence polarization, human fibrin, Tn6 probe; Fibrinogen beta chain (Homo sapiens), P02675; Fibrin DD(E) TRITC-Tn6 fluorescence polarization displacement; inhibition, % at 8.3 µM; 370,000 compounds, 0.21% hits; AID 720509, 2013;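 active means inhibition above a per-campaign cutoff: mean of compounds within control limits plus 3 SD, cut at about 15% in these data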;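 further: 0% = median of all compound wells on the plate and 100% = blocking peptide control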
# ADAM10 inh: human ADAM10 inhibitors, primary screen, biochemical, QFRET, HTS. Disintegrin and metalloproteinase domain-containing protein 10 (Homo sapiens), O14672. recombinant ADAM10, EDANS/DABCYL FRET peptide cleavage, 3 h. inhibition, % at 7 µM. 370,000 compounds, 0.62% hits;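 active means inhibition above a per-campaign cutoff equal to the mean of compounds falling between control-based bounds plus 3 SD, cut at about 20% in these data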;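 further: 0% = DMSO wells while the 100% control is not disclosed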
# Target sequence (O14672 214-748 limits assumed): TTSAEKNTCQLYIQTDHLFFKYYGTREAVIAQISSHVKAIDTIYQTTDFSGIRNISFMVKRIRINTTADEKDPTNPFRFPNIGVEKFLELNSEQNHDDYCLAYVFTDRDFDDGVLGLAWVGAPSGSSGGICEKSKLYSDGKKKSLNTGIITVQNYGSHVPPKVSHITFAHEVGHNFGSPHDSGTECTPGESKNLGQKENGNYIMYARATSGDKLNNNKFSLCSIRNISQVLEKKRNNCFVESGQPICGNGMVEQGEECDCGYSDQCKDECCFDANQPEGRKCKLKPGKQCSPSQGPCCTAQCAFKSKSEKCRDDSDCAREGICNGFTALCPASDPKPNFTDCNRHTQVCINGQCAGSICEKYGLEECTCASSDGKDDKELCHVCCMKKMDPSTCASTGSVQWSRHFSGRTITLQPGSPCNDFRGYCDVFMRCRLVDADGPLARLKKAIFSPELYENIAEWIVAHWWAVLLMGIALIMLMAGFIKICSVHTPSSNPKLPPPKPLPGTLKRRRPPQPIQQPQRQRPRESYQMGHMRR
# * = called active by the depositor; / = no result given; & = joins results of further samples.
# The first 3 compounds, to show the layout:
SMILES,GC-B act,ASAP1 inh,proKLK7 act,FXN GAA850 act,NPR1 activator,ARFGAP1 inh,sPLA2-III inh,rCAG RNA binder,DDE Tn6 FP inh,ADAM10 inh
OCC1CN1C1CCCCC1 (configuration not stated),2,6,0.2,-0.5,5,-11,3,3,1,-1
O=C1NCN(c2ccccc2)C12CCN(C(c1ccccc1)c1nnnn1Cc1ccccc1)CC2 (configuration not stated),2,3,-0.8,/,-11,-22,0,8,0,-3
O[C@H]1C2CCC1C(N1CCCCC1)CC2 (some centres not stated),0,2,-0.2,0.5,2,8,6,-1,1,-8

# This part in full (from the top)
SMILES,GC-B act,ASAP1 inh,proKLK7 act,FXN GAA850 act,NPR1 activator,ARFGAP1 inh,sPLA2-III inh,rCAG RNA binder,DDE Tn6 FP inh,ADAM10 inh
OCC1CN1C1CCCCC1 (configuration not stated),2,6,0.2,-0.5,5,-11,3,3,1,-1
O=C1NCN(c2ccccc2)C12CCN(C(c1ccccc1)c1nnnn1Cc1ccccc1)CC2 (configuration not stated),2,3,-0.8,/,-11,-22,0,8,0,-3
O[C@H]1C2CCC1C(N1CCCCC1)CC2 (some centres not stated),0,2,-0.2,0.5,2,8,6,-1,1,-8
COCc1cc(OC(=O)N(C)C)nc(-c2ccc(C)c(Cl)c2)n1,4,-5,-0.6,-1.0,2,7,1,-8,4,-7
N#CCCn1cc(C(=O)Nc2ccccc2Br)c(-c2ccc3c(c2)OCCO3)n1,-2,4,0.0,1.9,2,3,-12,-1,-2,10
Cn1cc(C(=O)OCC(=O)NC2CCCCC2)c2ccccc21,1,8,-0.1,-1.9,1,-2,4,1,0,-3
O=C(NC(=S)N1CC1)c1ccccc1,-1,-3,-0.3,2.5,-2,0,8,2,-2,-12
Cc1cc(C=C2C(=O)N(C)C(=S)N(C)C2=O)c(C)n1-c1ccncc1,-2,4,0.2,2.8,1,1,2,15,-2,-4
COc1ccc(C2SCC(=O)Nc3c2c(C)nn3C2CCOC(C)(C)C2)cc1OC (configuration not stated),2,6,0.2,-1.3,2,14,7,-4,0,3
CCCCCCn1c(O)c(C(C)=NC)c(=O)[nH]c1=O,-7,-18,0.2,0.3,3,11,4,-5,-4,-5
CCC1CN1P(=S)(N1CC1CC)N1CC1CC (configuration not stated),5,-5,-0.4,1.0,0,-4,9,-2,0,-12
COc1ccc(N=Cc2c(O)n(C)c(=O)[nH]c2=O)cc1,-12,-1,-0.6,2.8,-4,3,7,3,-2,0
Oc1ccc2c3c1O[C@H]1[C@@H](O)CC[C@@]4(O)[C@@H](C2)N(CC2CCC2)CC[C@]314,2&0,7&-17,0.0&-0.2,0.9&0.2,3&0,12&-1,-30&-21,2&1,0&-6,2&-3
CC(=O)O[C@H]1C(=O)[C@@]2(C)C([C@H](OC(=O)c3ccccc3)[C@]3(O)C[C@H](OC(=O)[C@H](O)[C@@H](NC(=O)Cc4ccccc4)c4ccccc4)C(C)=C1C3(C)C)[C@]1(OC(C)=O)CO[C@@H]1C[C@@H]2O (some centres not stated),6,9,0.8,-9.3,1,2,-21,8,-1,2
CCOc1ccc(-c2c(C)n(-c3ccc(OCC)cc3)c3[n+]2CCCCC3)cc1,-2,18,0.1,-8.3,-3,-8,0,1,-4,-1
CC(C)Oc1ccc(Cc2c(O)[nH]c(=O)[nH]c2=O)cc1,/,10,0.3,/,/,3,-1,1,-6,-3
O=C(Cc1cccs1)N1Cc2ccccc2-n2nncc2C1,-2,23,-0.3,0.3,-2,18,7,17,3,-15
CC1C(c2cccs2)=[N+]([O-])C(C)(C(=O)c2ccc(Cl)cc2)N1O (configuration not stated),2,-7,0.1,-0.7,2,7,2,-1,-6,0
CN(C)C1(CNC(=O)Cc2ccccc2F)CCCCC1,6,0,0.1,2.6,3,3,0,1,7,0
CNC(=S)NC1CC2CCCC(C1)N2CC(C)C (configuration not stated),2,-9,-0.9,-0.8,6,-9,4,1,-3,1

# 7 neighbouring entries from above, for reference:
SMILES,GC-B act,ASAP1 inh,proKLK7 act,FXN GAA850 act,NPR1 activator,ARFGAP1 inh,sPLA2-III inh,rCAG RNA binder,DDE Tn6 FP inh,ADAM10 inh
CCC1CN1P(=S)(N1CC1CC)N1CC1CC (configuration not stated),5,-5,-0.4,1.0,0,-4,9,-2,0,-12
COc1ccc(N=Cc2c(O)n(C)c(=O)[nH]c2=O)cc1,-12,-1,-0.6,2.8,-4,3,7,3,-2,0
Oc1ccc2c3c1O[C@H]1[C@@H](O)CC[C@@]4(O)[C@@H](C2)N(CC2CCC2)CC[C@]314,2&0,7&-17,0.0&-0.2,0.9&0.2,3&0,12&-1,-30&-21,2&1,0&-6,2&-3
CC(=O)O[C@H]1C(=O)[C@@]2(C)C([C@H](OC(=O)c3ccccc3)[C@]3(O)C[C@H](OC(=O)[C@H](O)[C@@H](NC(=O)Cc4ccccc4)c4ccccc4)C(C)=C1C3(C)C)[C@]1(OC(C)=O)CO[C@@H]1C[C@@H]2O (some centres not stated),6,9,0.8,-9.3,1,2,-21,8,-1,2
CCOc1ccc(-c2c(C)n(-c3ccc(OCC)cc3)c3[n+]2CCCCC3)cc1,-2,18,0.1,-8.3,-3,-8,0,1,-4,-1
CC(C)Oc1ccc(Cc2c(O)[nH]c(=O)[nH]c2=O)cc1,/,10,0.3,/,/,3,-1,1,-6,-3
O=C(Cc1cccs1)N1Cc2ccccc2-n2nncc2C1,-2,23,-0.3,0.3,-2,18,7,17,3,-15

# The results go on.
SMILES,GC-B act,ASAP1 inh,proKLK7 act,FXN GAA850 act,NPR1 activator,ARFGAP1 inh,sPLA2-III inh,rCAG RNA binder,DDE Tn6 FP inh,ADAM10 inh
c1ccc2c(c1)[IH]c1ccccc1-2,-3,3,-0.3,-5.1,11,11,-4,5,-4,-9
O=C1NC2C(O)C(O)C(O)C(O)C2c2cc3c(c(O)c21)OCO3 (configuration not stated),0,-8,-1.3,-15,6,-25,-1,2,3,-8
CCOP(=O)(OCC)c1cc(C)c(O)c(C(C)(C)C)c1,1,-3,0.1,-2.6,-1,-2,-1,-8,2,-5
O=C(O)[C@H]1C[C@@H]1[C@H](NP(=O)(c1ccccc1)c1ccccc1)c1ccccc1,1,2,0.1,0.5,3,-3,6,3,-7,-6
CCCCC(=O)N/N=C/c1c(O)n(CCCC)c(=S)[nH]c1=O,3,-10,0.0,-0.2,5,3,4,7,-6,18
Cc1ccc(/C=C2\C(=O)NC(=O)N(Cc3ccccc3Cl)C2=O)o1,27,28*,-0.5,-0.4,37,2,-14,34,-5,0
CC1CN1P(=S)(c1ccccc1)N1CC1C (configuration not stated),0,0,0.6,0.4,1,1,6,1,-5,-13
CN1CCN2c3ccccc3CC3(C(=O)N(C)C(=O)N(C)C3=O)C2C1 (configuration not stated),4,-2,0.1,1.7,2,12,4,-1,6,-10
O=c1[nH]c(=O)n(CCc2ccccc2)c(O)c1/C=N/N1CCOCC1,-6,-2,0.6,0.8,-1,-10,-4,-3,-4,-1
O=C(NC(Cc1ccccc1)P(=O)(O)Oc1ccccc1)OCc1ccccc1 (configuration not stated),1,/,0.5,/,1,/,-3,6,-4,0
Cc1cc(OC(C)C(=O)NCc2ccncc2)c2c3c(c(=O)oc2c1)CCC3 (configuration not stated),-7,-1,2.7,1.8,-5,9,0,-2,5,-208
Nc1ccccc1Cl,-5,-5,0.7,-1.0,0,8,-5,1,-3,-4
CNS(=O)(=O)c1ccc(N=Cc2c(O)n(-c3cccc(C)c3)c(=O)[nH]c2=O)cc1,3,-6,0.6,0.0,3,-9,-7,1,-3,-7
C/C(=N\NC(=O)c1ccncc1)c1c(O)[nH]c(=O)[nH]c1=O,7,1,-0.3,/,6,-9,6,-1,-1,-7
COc1ccccc1N1C(=O)NC(=O)/C(=C\c2cnn(-c3ccccc3)c2)C1=O,11,0,0.3,1.4,52*,-7,0,7,-5,0
C[N+](C)(C)Cc1ccccc1,-2,1,-0.3,1.0,5,3,6,-1,-2,-10
C[C@]12CCC3C(CC[C@@H]4CC(=O)CC[C@]34C)C1CC[C@@H]2O (some centres not stated),-3,-7,-0.5,0.3,-1,2,14,2,1,-14
C[C@]12CCC3[C@@H](CC[C@@H]4C[C@H](O)CC[C@]34C)[C@@H]1CCC2=O (some centres not stated),-1,-6,0.0,0.9,3,-6,-4,-3,-3,-12
C=CCn1c(O)c(C(C)=NCCO)c(=O)[nH]c1=O,4,6,-0.3,1.2,1,-4,0,0,7,0
NC(=O)CN1C2CCC1CC(NC(=O)C1CC1)C2 (configuration not stated),3,-10,0.2,3.3,-2,11,1,3,3,-10
CS(=O)(=O)N1CCN(C(=N)N[N+](=O)[O-])CC1,-2,-7,-0.1,2.9,3,6,4,2,-3,1
O=C(c1cccnc1)N1Cc2ccccc2-n2nncc2C1,0,-3,0.1,-1.4,3,7,-1,2,-1,-3
Cc1cc(NC(=O)C(Cl)(Cl)Cl)no1,-7,-2,0.5,1.3,-4,1,-29,-2,0,4
CC/C(=N\NC(=O)c1ccccc1O)c1c(O)n(Cc2ccccc2)c(=O)[nH]c1=O,1,-7,1.5,3.1,-1,10,3,80*,-7,-60
COc1ccc(CCNC(=O)c2c(N)n(CCN3CCOCC3)c3nc4ccccc4nc23)cc1OC,-2,-13,-5.8,0.0,0,-1,-3,3,0,-56
CCOC(=O)[C@@]12C(=O)C(=O)N[C@]1(c1ccccc1)C1OCCCC12 (some centres not stated),5,4,-0.1,-1.0,0,16,14,-1,0,-7
Nc1ccc(Cl)cc1C(=O)c1ccccc1Cl,-4,-4,0.1,2.5,-4,4,5,3,6,18
O=C(Nc1ccccc1F)OC1CN2CCC1CC2 (configuration not stated),-2,1,0.0,0.9,4,14,2,-1,1,-1
CCOC(=O)[C@]12Cc3cc(Cl)ccc3[C@H]1N(C)C(=O)c1cc(OC)ccc12,-16,-14,-0.3,/,-20,-16,7,0,3,-10
CCOP(=O)(C#CC(C)(C)C)C(C)(O)c1ccccc1 (configuration not stated),2,-5,-0.8,-0.9,-1,1,5,-4,3,-3

# From PubChem

# The list is partial, so the mix of outcomes need not match the whole.
